# Assay outcomes as filed in PubChem BioAssay.
# CRFR2-BP ag: agonists of human CRF-binding protein/CRF-R2 receptor complex | HEK293 CRF-R2/CRF-BP, calcium dye fluorescence (FLIPR); percent of saturating CRF peptide response | activation, % at 13.2 µM | 0.46% of 350,000 active;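 active = activation of at least 50%, plus an integration ratio under a set limit after plate pattern correction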;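 also: plate controls were neutral control wells without compound for no effect and CRF at EC100 for full effect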
# TAAR1 antag: human TAAR1 antagonism; Q96RJ0; 1.5% of 360,000 active; inhibition, % at 3 µM; CHO RD-HGA16 TAAR1, Fluo-8 calcium fluorescence, antagonist; AID 624466;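 active = inhibition above a per-plate cutoff, the mean inhibition of test compounds on that plate plus 3 SD, cut at about 49% in these data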;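 also: 0% = DMSO plus EC80 beta-PEA response and 100% = DMSO alone without agonist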
#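 Material: RD-HGA16 CHO cells with stable hTAAR1 and Gα16; Dosing: single nominal final test compound concentration of 3 µM; Schedule: seeding 17-24 h prior, 75-min 37 °C, 30-min RT dye loading; Detection: kinetic Fluo-8 calcium fluorescence measurement; Measure: % inhibition from peak post-agonist over basal fluorescence ratio; Benchmarks: vehicle and agonist controls.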
# TAAR1 agonist: human TAAR1 agonism; CHO RD-HGA16 TAAR1, Fluo-8 calcium fluorescence; vehicle wells 0%, saturating PEA agonist 100%; activation, % at 3 µM; Q96RJ0; 0.99% of 360,000 active;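 active = activation above the mean activation of all test compounds in the run plus 3 SD, cut at about 38% in these data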
#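 System: CHO-derived RD-HGA16 cells with stable Gα16 and human TAAR1. Times: 17-24 h plating, Fluo-8 75 min 37 °C, 30 min RT. Measured by: calcium-sensitive Fluo-8 signal, excitation 470-495, emission 515-575 nm. Read-out basis: % activation relative to PEA EC100 response. Control set: DMSO and PEA EC100. Repeats: no replicates (n 1).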
# CHRM4 PAM: positive allosteric modulators of human muscarinic M4 receptor | 0.4% of 360,000 active | activation, % at 3 µM | CHO-K1 hM4/Gqi5, Fluo-8 calcium fluorescence, ACh EC20; 0% = ACh EC20, 100% = maximal ACh | AID 624126;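 active = activation above its plate's cutoff, the mean activation of sample wells plus 3 SD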; also: some results filed as inactive read as strong as hits
# Target sequence (P08173 whole entry, looked up): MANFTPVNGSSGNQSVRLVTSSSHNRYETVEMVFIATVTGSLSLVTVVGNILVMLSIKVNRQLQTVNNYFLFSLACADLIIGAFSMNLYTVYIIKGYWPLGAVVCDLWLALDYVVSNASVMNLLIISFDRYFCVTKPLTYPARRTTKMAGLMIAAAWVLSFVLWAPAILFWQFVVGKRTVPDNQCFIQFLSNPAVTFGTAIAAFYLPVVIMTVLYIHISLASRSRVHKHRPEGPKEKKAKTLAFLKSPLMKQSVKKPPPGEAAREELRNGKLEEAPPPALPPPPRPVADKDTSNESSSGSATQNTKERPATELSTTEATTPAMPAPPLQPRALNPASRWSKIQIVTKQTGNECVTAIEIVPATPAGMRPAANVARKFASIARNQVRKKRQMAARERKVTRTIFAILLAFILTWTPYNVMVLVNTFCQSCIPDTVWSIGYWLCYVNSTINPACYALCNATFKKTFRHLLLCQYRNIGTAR
# CRFR2-BP antag: CRF-BP/CRF-R2 complex antagonism; inhibition, % at 11.8 µM; HEK293 CRF-R2/CRF-BP, CRF-induced calcium fluorescence; 0.59% of 350,000 active; AID 588475;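 active = inhibition of the ligand-induced calcium signal above about 50% at the single tested concentration, limit read from the data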
# CHRM5 antagonist: CHRM5 antagonism in calcium assay; P08912; CHO-hM5 cells, Fluo-8 calcium fluorescence, ACh EC80; inhibition, % at 3 µM; 0.59% of 360,000 active;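 active = inhibition above a per-plate cutoff, the mean of that plate's test compounds plus 3 SD, cut at about 27% in these data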;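 also: 0% = acetylcholine EC80 with DMSO and 100% = DMSO without agonist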
# Target sequence (P08912 whole entry, looked up): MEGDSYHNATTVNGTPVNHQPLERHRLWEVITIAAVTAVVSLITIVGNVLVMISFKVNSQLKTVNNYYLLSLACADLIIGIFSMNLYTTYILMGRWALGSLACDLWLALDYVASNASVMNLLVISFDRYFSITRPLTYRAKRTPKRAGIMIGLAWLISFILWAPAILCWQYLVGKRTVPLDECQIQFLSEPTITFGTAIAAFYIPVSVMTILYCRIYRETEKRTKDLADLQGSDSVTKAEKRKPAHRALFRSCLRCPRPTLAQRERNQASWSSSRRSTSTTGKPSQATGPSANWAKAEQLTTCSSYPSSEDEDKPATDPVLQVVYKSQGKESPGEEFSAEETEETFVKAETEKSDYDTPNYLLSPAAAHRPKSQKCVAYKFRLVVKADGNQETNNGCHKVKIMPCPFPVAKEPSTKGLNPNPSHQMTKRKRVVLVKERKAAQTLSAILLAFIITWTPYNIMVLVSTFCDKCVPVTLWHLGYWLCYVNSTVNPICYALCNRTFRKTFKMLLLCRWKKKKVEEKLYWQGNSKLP
# CHO-K1 Ca PAM: counter-screen for M1 PAMs: effect in parental CHO-K1 cells; ATP EC20, Fluo-8 calcium fluorescence; 0% at ATP EC20, 100% at ATP max; activation, % at 3 µM; 0.02% of 360,000 active;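 active = activation above the run cutoff, the mean activation of all test compounds plus 3 SD, cut at about 40% in these data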;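 also: peak over basal fluorescence ratio in a 140 s read after ATP addition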
# CHRM5 agonist: agonists of human muscarinic M5 receptor (CHRM5). activation, % at 3 µM. CHO-K1 hM5 cells, Fluo-8 calcium fluorescence; 0% DMSO wells, 100% maximal acetylcholine response. P08912. 0.19% of 360,000 active;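 active = activation above the run's mean over test compounds plus 3 SD, cut at about 23% in these data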;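 also: signal is peak over basal fluorescence ratio across the kinetic read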
# CHRM5 PAM: potentiates acetylcholine response at human M5 receptor; P08912; CHO-K1 hM5, Fluo-8 calcium, ACh EC20 PAM; 0% = ACh EC20, 100% = ACh EC100; activation, % at 3 µM; 0.3% of 360,000 active; AID 624038;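 active = activation above the run cutoff, the mean activation of all test compounds plus 3 SD, cut at about 18% in these data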
#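 Test system: CHO-K1 hM5 cells / Doses: single-point, 3 µM nominal / Times: Post-acetylcholine fluorescence recording 140 s / Technique: Fluo-8 calcium fluorescence / Measure: Max/basal fluorescence ratio as % of EC20–EC100 ACh window / Benchmarks: low control EC20 acetylcholine (0%), high control EC100 acetylcholine (100%) / Replicates: one well per compound, no replicates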
# Active calls of the source: *; . = no result given.
cpd	SMILES	TAAR1 antag	CHO-K1 Ca PAM	CRFR2-BP antag	CRFR2-BP ag	CHRM5 agonist	CHRM5 antagonist	CHRM5 PAM	TAAR1 agonist	CHRM4 PAM
1	COC(=O)CN1C(=S)N(Cc2ccccc2)C(=O)C1CC(=O)Nc1ccc(Br)cc1 (centres undefined)	13	21	-3	-1.0	2	4	-1	7	-3
2	Cc1ccccc1CC(=O)N1CCOCC1	-10	3	8	-1.3	1	1	4	5	-4
3	O=C(N1CCCCCC1)N1CCN(S(=O)(=O)c2ccccc2)CC1	11	9	-15	1.9	5	1	4	5	-3
4	CC1CN(Cc2ccccc2)c2nc3c(c(=O)n(C)c(=O)n3C)n2C1 (centres undefined)	.	3	-10	0.1	0	-9	3	.	3
5	COC(=O)c1ccc(S(=O)(=O)N2CCN(CCO)CC2)n1C	-5	1	4	-0.2	5	1	25*	13	17
6	COc1ccccc1CNC(=O)CS(=O)(=O)Cc1ccccc1	-21	-9	4	-0.6	-2	-2	0	4	7
7	O=C1OCC/C1=C\OCCCO/C=C1\CCOC1=O	1	-29	2	1.2	-1	9	-6	2	0
8	Cc1ccc(Cn2c(C3CCCN3c3nc(-c4ccc(F)cc4)cs3)nc3cc(Cl)c(Cl)cc32)cc1 (centres undefined)	4	13	-11	2.3	8	-13	4	3	12
9	Cc1ccc(-c2nnc(OCC3CCCO3)c3ccccc23)cc1 (centres undefined)	1	16	11	-3.6	-2	-2	9	-2	19
10	O=C(O)CSCC(=O)Nc1ccc(Cl)cc1C(F)(F)F	6	25	5	0.6	-3	4	-3	0	0
11	O=C(CNc1ccccc1)NNC1=NCCC1	2	12	18	-1.7	-2	3	2	0	0
12	CC(C)[C@H](NC(=O)c1ccc(C(C)(C)C)cc1)C(=O)Nc1nnc(C2CC2)s1	-19	17	-115	-0.9	-4	1	-1	-3	11
13	CCCCNC(=O)N(C)c1nncnc1C(=O)NC	-14	-2	0	-2.4	0	-1	26*	1	12
14	C[N+](C)(C)CCNC(=O)c1ccccc1	-15	-13	.	.	-2	-17	9	1	23*
15	CCc1nnc(NC(=O)C(=O)NCCOC(=O)c2ccccc2)s1	-20	-7	-8	-0.5	2	0	-5	8	1
16	O=C1c2cccc3cccc(c23)C(=O)N1c1ccc(O)cc1	-11	-27	1	-1.0	5	3	3	2	-3
17	O=C(Cn1c(-c2ccco2)nc2ccccc21)N1CCCCC1	-12	6	-7	-2.2	-3	4	-2	4	0
18	O=C(N/N=C/c1ccccn1)c1[nH]c2ccc([N+](=O)[O-])cc2c1-c1ccccc1	50*	5	-22	1.7	6	10	-4	9	9
19	COc1ccc(-c2cc(C(=O)N/N=C/c3cccnc3)c3ccccc3n2)c(OC)c1	-6	14	-7	-0.8	1	4	3	3	-17
20	Oc1ccc(C=NNC(=S)Nc2ccc(F)cc2)c(O)c1	2	-2	37	-3.9	6	3	-5	1	1
21	CCN1C(=O)[C@H]2[C@H]3CN=C(SCC(=O)c4ccccc4)N3[C@@](CC)(C(=O)OC)[C@H]2C1=O	-10	0	-4	-0.1	0	5	0	2	4
22	NC(=O)Nc1ccc(C(=O)OCC(=O)N(Cc2ccccc2)C2CCS(=O)(=O)C2)cc1 (centres undefined)	5	-7	12	-0.7	-2	7	-4	3	-4
23	O=S1(=O)CCOCCCN1Cc1ccccc1	-7	16	-4	-0.2	4	5	2	4	10
24	Cc1cc(C)n2nc(SCC(=O)c3ccc[nH]3)nc2n1	-8	8	4	0.6	-8	-7	1	12	-1
25	CC(C)(OC(=O)c1cccs1)c1cc2ccccc2c(=O)o1	4	17	7	-2.6	-2	5	-9	3	6
26	Cc1ccc(N2C(=O)c3ccc(C(=O)N4CCN(c5ccccc5F)CC4)cc3C2=O)cc1	-20	2	-19	-3.2	0	-3	-3	0	2
27	CC1CCCCC12NC(=O)N(CC(=O)Nc1sc3c(c1C(N)=O)CCC3)C2=O (centres undefined)	-4	0	-2	2.9	-1	-1	1	1	-27
28	Cc1ccc(NC(=O)/C(=C/c2cccc(Br)c2)NC(=O)c2ccco2)cc1	-21	22	7	-1.3	-6	7	-4	0	0
29	CCN1C(=O)/C(=C2/Sc3ccccc3N2CC)S/C1=N\c1ncn[nH]1	24	2	-3	-0.7	-7	8	-6	8	-9
30	COc1ccc(OCCSc2nc(N)cc(=O)[nH]2)cc1	24	-8	-3	1.1	0	9	0	2	3
31	CCOC(=O)N1CCC(N(CCOC)C(=O)Nc2ccc(Cl)cc2)CC1	16	22	20	-1.0	2	9	-3	3	-7
32	Cc1ccc(Cl)cc1NC(=S)N(CCCN1CCOCC1)Cc1ccco1	-15	-8	-10	-4.0	-4	-3	-11	0	-8
33	COc1ccc2nc(N3C(=O)C(O)=C(C(=O)c4ccco4)C3c3ccc(OC)c(OC)c3)sc2c1 (centres undefined)	-6	5	45	0.2	0	-3	-1	0	1
34	COc1ccc(/C=C(\NC(=O)c2ccc(OC)cc2)C(=O)NC(CCSC)C(=O)O)cc1 (centres undefined)	10	9	2	-0.8	0	3	1	6	6
35	COc1cccc2cc(/C(C)=N/Nc3nc(-c4cc(C)ccc4C)cs3)c(=O)oc12	14	2	-3	-1.4	-2	2	0	4	12
36	COc1ccc(S(=O)(=O)N2CCC(C(=O)Nc3ccc(F)cc3)CC2)c2cccnc12	15	-5	-7	-0.8	-4	3	-9	12	-9
37	COc1cc(NC(=O)C2=C(N3CCOCC3)/C(=C\c3ccc(Cl)cc3Cl)CC2)cc(OC)c1OC	4	13	18	-1.1	-1	2	-3	-2	-3
38	COc1ccc(NC(=O)Nc2nc(C(N)C3CCCCC3)cs2)cc1 (centres undefined)	9	2	.	.	2	0	3	11	0
39	CC(C(=O)NNS(=O)(=O)c1cccc(C(F)(F)F)c1)n1nnc(N2CCOCC2)n1 (centres undefined)	-6	-18	-8	1.6	-6	-5	2	0	9
40	Cc1cc(O)ccc1Nc1nc(-c2cccs2)cs1	2	14	22	-0.1	-2	9	4	6	-4
41	COc1ccc(-c2coc3cc(OC(=O)N4CCOCC4)ccc3c2=O)cc1	15	5	10	8.2	2	6	-1	5	1
42	CCOc1ccc(/C=N/NC(=O)c2c(C)n(C)c3ccc(OC)cc23)cc1	7	-13	-10	-3.6	0	4	-4	2	-1
43	Cc1cccc(NC(=O)CCn2c(=O)oc3ccccc32)c1	9	7	5	2.3	2	0	-5	-1	-2
44	CCOC(=O)C1(C)CCCN(C(=O)c2ccc3c(c2)CCO3)C1 (centres undefined)	-22	7	.	.	-3	9	0	1	2
45	O=C(c1csc2c1CCCC2)N1CCN(c2ncccn2)CC1	.	-3	-5	-0.1	2	-2	3	.	10
46	COC(=O)c1cc(OC)c(OC)cc1NC(=O)c1ccc(C)o1	.	19	5	-0.6	-1	1	-6	.	-6
47	O=C1COc2ccc(S(=O)(=O)Nc3ccc4c(c3)OCO4)cc2N1	0	-11	-7	3.1	-4	-9	5	1	3
48	CCN(CC(=O)NC1CCS(=O)(=O)C1)C(=O)c1ccc(S(=O)(=O)N(CC)CC)cc1 (centres undefined)	-15	4	10	-1.8	0	3	-4	4	-2
49	CC1CN(C(C)C(=O)NNC(=O)c2ccc(F)cc2)CC(C)O1 (centres undefined)	-21	19	4	3.8	1	-1	5	3	1
50	CC(=O)NC12CC3CC(C1)CC(C(=O)Oc1ccc(N(C)S(=O)(=O)c4cc(C)ccc4C)cc1)(C3)C2	0	-11	35	4.1	1	5	1	0	-7

# (further entries)
cpd	SMILES	TAAR1 antag	CHO-K1 Ca PAM	CRFR2-BP antag	CRFR2-BP ag	CHRM5 agonist	CHRM5 antagonist	CHRM5 PAM	TAAR1 agonist	CHRM4 PAM
51	CCOC(=O)c1cc(OC(=O)c2ccccc2)n(-c2ccccc2)n1	-4	14	-9	-1.0	-4	-1	3	5	-2
52	Cc1cccc(C)c1OCC(=O)N=Nc1c(O)[nH]c2ccc(Br)cc12	30	6	10	-2.0	2	-6	-7	5	-6
53	Cc1ccc(Cn2ncc3c(NCCN(C)C)ncnc32)cc1	1	-4	8	-0.3	-5	5	0	0	-4
54	O=C(CSc1ccc(-c2ccco2)nn1)NC1CCCCC1	-12	13	-8	-0.1	-1	10	3	0	-7
55	CCCC(=O)Nc1ccccc1NC(=O)CCC	5	-5	-7	1.8	-1	9	0	0	2
56	COc1ccc(Cl)cc1N(CC(=O)Nc1ccccc1C(=O)N1CCOCC1)S(C)(=O)=O	2	16	10	-1.0	-4	1	0	0	-2
57	COc1cccc2c1OCC/C2=N\NC(=O)C(C)Oc1ccc([N+](=O)[O-])cc1 (centres undefined)	10	-11	18	1.5	-2	11	-9	7	8
58	CC(C)=N/N=C1\NC(=O)C(C)S1 (centres undefined)	-38	17	3	-0.7	0	6	8	3	10
59	O=C(OCC#CCSc1nnc(-c2cccc3ccccc23)o1)c1cnc[nH]1	48	-4	3	-3.0	7	0	-29	27	-13
60	CCN(CC)C(=S)SCc1csc(CC(=O)Nc2ccccc2C)n1	-5	4	-3	-0.7	-3	-5	-8	-5	1
61	Cc1ccc(NC(=O)C(C)Sc2nc3nc(C)cc(C)n3n2)cc1 (centres undefined)	0	11	-6	2.9	0	3	6	0	-6
62	Cn1nnnc1SCc1nc2ccccc2[nH]1	-3	18	11	1.2	-1	0	-2	8	2
63	COc1ccc(CN2CCNC(=O)C2CC(=O)NCc2ccc(C)s2)c(OC)c1 (centres undefined)	4	5	4	-1.3	2	-5	-2	7	2
64	O=C(NC(=S)Nc1ncc(Br)cc1Br)c1ccccc1	-16	-3	-1	-0.9	-1	-2	-1	5	5
65	CC1=C(C(N)=O)C(c2cccnc2)n2nc(-c3cccc(C)c3)nc2N1 (centres undefined)	-31	20	8	-2.2	-2	4	-4	10	6
66	Cc1ccc2c(c1)N(C(C)C(=O)NCc1cccs1)C(=O)CO2 (centres undefined)	-10	15	11	-0.5	-8	0	4	0	4
67	C=CCn1c(SCC(=O)c2ccc(Cl)s2)nc2ccccc2c1=O	0	0	12	0.8	-1	3	-2	0	9
68	CCOC(=O)C1(c2ccccc2)CCCNC1=O (centres undefined)	-15	23	-29	-0.4	0	-2	-1	2	6

# Single records, from the list above:
# `CCOC(=O)C1(c2ccccc2)CCCNC1=O` (centres undefined) is listed with TAAR1 antag: -15; CHO-K1 Ca PAM: 23; CRFR2-BP antag: -29; CRFR2-BP ag: -0.4; CHRM5 agonist: 0; CHRM5 antagonist: -2; CHRM5 PAM: -1; TAAR1 agonist: 2; CHRM4 PAM: 6
# `O=C(NC(=S)Nc1ncc(Br)cc1Br)c1ccccc1` is listed with TAAR1 antag: -16; CHO-K1 Ca PAM: -3; CRFR2-BP antag: -1; CRFR2-BP ag: -0.9; CHRM5 agonist: -1; CHRM5 antagonist: -2; CHRM5 PAM: -1; TAAR1 agonist: 5; CHRM4 PAM: 5
